# FadD28 binding – M. tuberculosis FadD28 bisubstrate binding inhibition | 360,000 compounds, 0.22% hits | inhibition, % at 12.5 µM | FadD28 bisubstrate probe binding, fluorescence polarization; in the data active = inhibition above about 8.5%, passing the limit was not always enough; inconclusive = no clear call, values can overlap the other calls
# BioA inh – BioA (M. tuberculosis) enzyme inhibition; purified M. tuberculosis BioA enzyme, plate reader; inhibition, % at 9.99 µM; 360,000 compounds, 0.096% hits; AID 602481; in the data active = inhibition above about 40%; inconclusive = no clear call, values can overlap the other calls
# FBA Mtb inh – inhibitors of M. tuberculosis fructose-bisphosphate aldolase | purified M. tuberculosis FBA, fluorescence read-out | AID 588726 | inhibition, % at 1 µM | P9WQA3 | 360,000 compounds, 2.3% hits; in the data active = inhibition above about 27%;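 also: 0% = vehicle and 100% = reference inhibitor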
# Target sequence (P9WQA3 whole entry, looked up): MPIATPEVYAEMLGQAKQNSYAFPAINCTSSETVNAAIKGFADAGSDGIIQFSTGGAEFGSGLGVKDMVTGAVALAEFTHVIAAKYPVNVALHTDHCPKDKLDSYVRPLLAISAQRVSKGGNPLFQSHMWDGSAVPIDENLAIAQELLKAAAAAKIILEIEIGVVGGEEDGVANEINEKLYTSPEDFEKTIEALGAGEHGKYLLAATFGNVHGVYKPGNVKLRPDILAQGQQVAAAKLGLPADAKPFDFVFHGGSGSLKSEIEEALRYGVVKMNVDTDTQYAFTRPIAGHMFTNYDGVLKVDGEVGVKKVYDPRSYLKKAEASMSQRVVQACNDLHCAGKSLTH
# Anthrax LF prot – blocks Bacillus anthracis lethal factor protease; P15917; AID 588501; inhibition, % at 10 µM; 360,000 compounds, 0.12% hits; multiplex microsphere protease cleavage assay, LF; also: plate controls were buffer without enzyme for full effect and enzyme alone for no effect
# BoNT-F LC inh – inhibitors of Botulinum neurotoxin F light chain protease | 360,000 compounds, 0.22% hits | inhibition, % at 10 µM | Multiplex microsphere protease cleavage assay, flow cytometry; in the data active = inhibition above about 35%, passing the limit was not always enough; inconclusive = no clear call, values can overlap the other calls; also: plate controls were buffer without enzyme for full effect and enzyme alone for no effect
# BoNT A protease – BoNT A light chain protease inhibition; multiplex microsphere protease substrate cleavage, flow cytometry; inhibition, % at 10 µM; 360,000 compounds, 0.17% hits; AID 588499; also: plate controls were buffer without enzyme for full effect and enzyme alone for no effect
# UGM FP inh – Mtb UDP-galactopyranose mutase inhibition. 320,000 compounds, 0.06% hits. inhibition, % at 10 µM. AID 504406. purified UGM, fluorescence polarization probe displacement. P9WIQ1; in the data active = inhibition above about 10%, passing the limit was not always enough; inconclusive = no clear call, values can overlap the other calls
# Target sequence (P9WIQ1 whole entry, looked up): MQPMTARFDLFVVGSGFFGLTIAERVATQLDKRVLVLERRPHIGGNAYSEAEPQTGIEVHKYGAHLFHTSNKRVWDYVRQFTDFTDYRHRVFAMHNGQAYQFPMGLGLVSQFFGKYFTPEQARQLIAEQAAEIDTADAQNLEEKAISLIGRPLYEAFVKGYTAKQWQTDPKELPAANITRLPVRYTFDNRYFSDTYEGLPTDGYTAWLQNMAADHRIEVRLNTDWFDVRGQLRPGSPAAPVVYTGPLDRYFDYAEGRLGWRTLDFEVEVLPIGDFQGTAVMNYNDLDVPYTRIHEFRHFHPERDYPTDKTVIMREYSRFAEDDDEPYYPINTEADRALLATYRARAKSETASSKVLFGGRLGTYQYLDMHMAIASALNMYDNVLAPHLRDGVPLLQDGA
# GDH-TPI inh – inhibits GDH-TPI coupling enzymes, artifact for Mtb FBA screen. GDH-TPI coupled enzyme counterscreen, NADH absorbance. inhibition, % at 4.8 µM. 360,000 compounds, 1.2% hits; in the data active = inhibition above about 30%;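 also: 0% = DMSO wells and 100% = wells lacking the enzyme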
# PfHsp40 rescue – restores yeast growth despite PfHsp40 toxicity. S. cerevisiae expressing PfHsp40, growth rescue, ATP luminescence. growth rescue, % at 12.5 µM. 340,000 compounds, 0.68% hits. AID 504582; in the data active = growth rescue above about 28%, passing the limit was not always enough; inconclusive = no clear call, values can overlap the other calls;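 also: yeast W303a lacking pdr1 and pdr3 grown in galactose medium; growth measured after three days at 30 °C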
# * hit, by the source's call; ? = inconclusive; / = no result given; & = joins results of further samples. Rule as the data show it, unless noted: active = inhibition above about 30%; inconclusive = no clear call, values can overlap the other calls; inactive = below that. Outcome played no part in choosing rows; about 4.7% have a hit in one of these screens.
SMILES,FadD28 binding,BioA inh,FBA Mtb inh,Anthrax LF prot,BoNT-F LC inh,BoNT A protease,UGM FP inh,GDH-TPI inh,PfHsp40 rescue
COC[C@@H]1CCCN1[C@H]1CS(=O)(=O)N[C@@H]1COCc1ccccc1,-0.2,0.4,-1,-8,-14,-0.7,/,/,/
CC(C)C(=O)N1CCN(c2ccc([N+](=O)[O-])cc2Cl)CC1,-3.7,/,-3,1,-1,0.9,/,10,-1.3
O=C(CSc1n[nH]c(=O)[nH]c1=O)Nc1ccc(C(=O)O)cc1,-4.3,/,-7,1,1,-0.1,0.2,4,0.2
COc1cccc(C(=O)NCCS(=O)(=O)NCc2ccc(Cl)cc2)c1,-3.5,-0.7,3,2,-4,-0.9,-0.4,9,-0.4
CCn1c(CSCc2ccc(C)cc2)nnc1SCC(=O)NCc1ccccc1,-1.5,0.9,-3,-6,-3,0.2,-2.4,9,-0.4
Cc1ccc2c(c1)c(N=NC(N)=O)c(O)n2C,-2.8,/,-3,-6,-2,-0.3,0.0,1,0.1
CCC(=O)N1CCC2(CC1)Oc1ccc(Cl)cc1C(=O)C21CC(c2ccccc2)=NO1 (stereo unspecified),-1.4,11,6,11,-9,0.3,-1.1,17,1.5
O=C(N/N=C/c1ccccc1OCC(=O)N1CCCC1)C(=O)Nc1ccccc1F,0.8,-0.4,1,0,6,0.2,-2.8,18,0.2
COc1ccc2c(-c3ccccc3)cc3nnnn3c2c1,-0.8,0.6,0,1,1,0.3,0.2,4,3.3
CC(C)c1ccc(N(C(=O)c2snc(C(N)=O)c2N)C(C(=O)NCC2CCCO2)c2ccc(N(C)C)cc2)cc1 (stereo unspecified),-3.7,-1.1,9,-1,4,-0.2,/,2,-0.4
COc1ccc(CN(CC(=O)NCc2ccco2)C(=O)CCC(=O)Nc2ccccn2)cc1,0.5,-1.1,3,-1,-3,-0.2,-3.1,2,-0.4
Cc1nc(SCc2c(F)cccc2Cl)c2c(=O)n(C)c(=O)n(C)c2n1,-0.5,0.3,2,-7,-3,-0.9,-0.9,-6,-1.4
CCCCn1c2nc3ccccc3nc2c2c(=N)oc(C)nc21,-3.4,-0.9,31*,8,23,8.5,/,2,2.3
CC(C)(C)OC(=O)N1CCC(CC2CC(c3ccc(Cl)cc3)=NO2)(C(=O)NCC2CCCCC2)CC1 (stereo unspecified),-1.0,-1.6,4,8,5,0.9,-1.1,15,-0.4
O=C(OCC(=O)N1CCc2ccccc21)c1ccc[nH]c1=O,-1.1,/,1,2,-2,-0.4,-1.3,23,1.2
CC(C)CC1C(C#N)=C(N)OC2=C1C(=O)CC(c1ccccc1)C2 (stereo unspecified),-0.4,/,-1,-2,-6,-1.0,2.0,0,0.8
Cc1c(Br)c(=O)oc2c(Br)c(O)c(O)cc12,13*,/,10,-2,-3,0.7,3.2,-3,0.6
NCCCNCCCCNCCCN,-1.7,-0.7,2,-6,-6,-1.2,/,1,1.4
Cc1cc(C(F)(F)F)nc(CCNC(=O)C2CCC(=O)N(Cc3cccc(F)c3)C2)n1 (stereo unspecified),1.1,-2.1,2,4,7,0.2,0.3,-5,7.6
O=C(COC(=O)Cc1cccs1)Nc1ccc(F)c(F)c1F,2.9,2.4,9,-3,9,1.1,1.2,4,-0.6

# 4 consecutive records out of the list so far, for reference:
SMILES,FadD28 binding,BioA inh,FBA Mtb inh,Anthrax LF prot,BoNT-F LC inh,BoNT A protease,UGM FP inh,GDH-TPI inh,PfHsp40 rescue
COC[C@@H]1CCCN1[C@H]1CS(=O)(=O)N[C@@H]1COCc1ccccc1,-0.2,0.4,-1,-8,-14,-0.7,/,/,/
CC(C)C(=O)N1CCN(c2ccc([N+](=O)[O-])cc2Cl)CC1,-3.7,/,-3,1,-1,0.9,/,10,-1.3
O=C(CSc1n[nH]c(=O)[nH]c1=O)Nc1ccc(C(=O)O)cc1,-4.3,/,-7,1,1,-0.1,0.2,4,0.2
COc1cccc(C(=O)NCCS(=O)(=O)NCc2ccc(Cl)cc2)c1,-3.5,-0.7,3,2,-4,-0.9,-0.4,9,-0.4

# (continued)
SMILES,FadD28 binding,BioA inh,FBA Mtb inh,Anthrax LF prot,BoNT-F LC inh,BoNT A protease,UGM FP inh,GDH-TPI inh,PfHsp40 rescue
COc1cc(-c2cnc3c(NC=O)cc(-c4ccsc4)cn23)cc(OC)c1OC,-1.2,1.0,-1,3,-1,0.1,/,6,/
Cc1c(-c2ccccc2)[n+](=O)c(-c2ccco2)c(C)n1[O-],0.1,-2.2,7,0,-8,-0.2,-0.7,6,0.0
CC1(C)CC(=O)C(Sc2ccccc2)=C(O)C1,0.5,0.1,2,1,-6,0.9,-0.4,2,10
Cc1nnc(NC(=O)CCCN2C(=O)c3ccccc3C2=O)s1,-1.1,-2.1,0,-11,0,0.2,0.3,2,0.4
CC(NC(=O)Cc1ccccc1)c1nc2ccccc2[nH]1 (stereo unspecified),-0.7,-3.1,-2,4,-6,-1.1,-4.8,2,1.1
COc1ccccc1CCNC(=O)CCn1c(=O)c2cccn2c2ccc(F)cc21,0.0,-0.9,-1,0,2,1.3,-0.4,0,1.1
Cc1ccc(C(=O)N2CCN(c3ccccc3)CC2)cc1S(=O)(=O)N1CCOCC1,-4.4,0.2,0,-1,1,0.1,1.6,-6,-0.2
O=C(CCl)NCc1c(Cl)cccc1-n1cccc1,-1.8,-1.0,1,3,-3,-0.1,-1.6,7,0.2
Cc1cc(C(=O)NCC(=O)OCC(=O)N(C)C2CCCCC2)ccc1[N+](=O)[O-],-3.0,/,-2,0,-2,0.0,1.3,0,-1.2
CC(=O)NS(=O)(=O)c1ccc(NC(=S)NC(=O)COc2ccccc2C)cc1,-2.8,/,-1,0,-1,0.1,0.0,9,0.7
COc1ccccc1CNC(=O)C1CCN(c2ncnc3c2nc2n3CCCCC2)CC1,-0.1,-2.4,1,-2,1,1.5,-0.4,-2,-0.5
O=c1[nH]c(SCc2n[nH]c(=S)n2-c2ccccc2)nc2ccccc12,-2.5,0.1,4,-1,0,0.2,3.0,5,-0.5
C[n+]1ccc(-c2cc[n+](C)cc2)cc1,-1.3&-0.3,-0.9&-3.0,3&2,-17&2,6&-6,-0.6&0.4,2.9,7&11,-1.6
CC(=O)Nc1sc2c(c1CN1CCN(C)CC1)CCCC2,-0.9,0.0,3,-1,-30,-1.3,-1.5,3,-1.2
CNC(=O)CS(=O)(=O)CC(=O)Nc1cc(OCCOC)c(Cl)cc1Cl,-2.7,/,-7,0,0,0.0,1.4,0,2.6
CCn1cc(S(=O)(=O)NC2CCCCC2)cn1,-3.1,0.6,1,-2,-5,-1.4,2.3,-2,0.4
O=C(Nc1sc2c(c1C(=O)O)CCC2)c1ccccc1F,3.1,-1.2,2,12,?,2.4,-0.2,28,0.2
Cc1ccccc1Nc1c(C)c(C)nc2ncnn12,-1.1,5.2,0,-1,8,1.5,0.2,-2,-1.2
Cc1csc(SCC(=O)NCc2ccc3c(c2)OCO3)n1,-2.6,/,5,/,/,/,0.2,-8,-1.4
O=C(Cc1c(C(=O)O)[nH]c2ccccc12)NC1CCCC1,-0.4,/,6,2,1,0.7,0.7,-1,1.0
CC1CCC(NC(=O)CC(NC(N)=O)c2ccccc2Cl)CC1 (stereo unspecified),-4.2,0.3,0,-2,6,1.1,-0.3,-5,0.4
O=S(=O)(Cc1ccccc1)N1CCN(C/C=C/c2ccccc2)CC1,-2.0,0.0,1,-1,-8,-4.7,-0.7,6,2.5
Cc1cc(CNC[C@H]2O[C@@H](n3cnc(C(N)=O)n3)[C@H](O)[C@@H]2O)c(C)n1-c1cccnc1,-0.3,0.3,7,2,-2,-0.2,/,18,1.5
CC1(C)NC(=O)N(CCOc2cccc(Cl)c2Cl)C1=O,-0.8,-0.9,2,2,4,1.2,-1.8,4,-1.0
CCN1C(=O)[C@H]2[C@@H](c3ccc(-c4cccc(Cl)c4)c(OC)c3)N3CCC[C@@]3(C(=O)OC)[C@H]2C1=O,-2.5,-0.9,6,-6,5,0.1,6.7,6,0.1
CCOc1cccc(OCCn2cnc3ccccc3c2=O)c1,-2.0,-1.5,1,-4,-10,-0.5,-1.7,5,-1.5
CC(C)C[C@H](NC(=O)c1nc[nH]c1C(=O)N[C@@H](CC(C)C)C(=O)OCc1ccccc1)C(=O)OCc1ccccc1,-1.2,-0.5,0,-1,3,-0.1,1.3,9,-0.9
Cc1ccc(-c2cnc(C3CC3)o2)cc1S(=O)(=O)Nc1ccccc1,-3.9,-2.5,-1,1,-5,1.2,1.1,4,2.2
O=C(NNC(=O)c1ccccc1-n1cccc1)c1ccc(Cl)nc1,-0.8,0.0,3,-7,-12,-0.3,-0.9,13,-0.3
CCCCC(CC)C(=O)O (stereo unspecified),0.9,-2.4,1,-6,0,-0.2,/,8,1.0
N#C/C(=C/c1ccc(-c2ccccc2[N+](=O)[O-])o1)C(N)=O,0.2,/,-1,-3,-2,-0.6,-1.6,21,-1.3
NC(N)=NS(=O)(=O)c1ccc(NC(=S)Nc2ccc(F)cc2)cc1,-3.8,/,-5,-11,6,-2.0,0.5,-10,-1.6
COc1ccc(CCNC(=O)CN2C(=O)COc3ccc(S(=O)(=O)N4CCCC4)cc32)c(OC)c1,-5.9,-0.4,3,2,16,3.6,1.6,6,2.5
COc1cccc(-c2cc(C(=O)Nc3ccc4c(c3)OCO4)no2)c1,-2.9,-1.0,3,15,-8,-3.2,1.1,0,-0.4
COC(=O)c1ccc(C(=O)OC)c(NC(=S)N2CCN(C)CC2)c1,-1.4,29,33*,-6,-5,-0.2,0.3,9,-0.8
Cc1ccccc1Nc1nc(N)[nH]c(=O)c1N=O,-3.0,-0.6,0,-7,-9,0.1,/,/,/
O=C(Cc1ccccn1)c1ccncc1,-2.8,-0.6,7,-2,-1,0.3,/,10,-1.9
O=C(O)c1ccc(CNCc2ccc(Cl)cc2Cl)cc1,-3.3,-2.1,4,-1,-9,-0.3,0.5,3,1.4
COc1cccc(NC(=O)NCc2c(-c3ccccc3)noc2C)c1,-4.4,0.5,3,-3,-8,-0.8,0.7,-4,0.4
O=c1[nH]c(=O)n(Cc2ccc(F)cc2)c(O)c1C=Nc1ccc(Cl)cc1,-0.9,/,1,-7,1,-0.4,4.5,4,1.8
COc1ccc(NS(=O)(=O)c2cc(NC(=O)[C@H](C)NC(N)=O)ccc2N2CCCC2)cc1,-1.4,12,0,-5,-10,5.0,2.6,3,-0.1
CC(Cc1ccccc1)NC(=O)c1cc2ccccc2o1 (stereo unspecified),-3.7,0.3,3,7,-12,-3.5,1.9,8,2.4
Cc1ccc(C)c(NC(=O)CN(C)C(=O)c2ccccc2OCc2ccc(Cl)cc2)c1,-1.7,/,-1,0,-2,-0.1,-1.2,1,3.6
O=C(c1ccco1)N1CCN(C2CN(C3CCCC3)S(=O)(=O)C2)CC1 (stereo unspecified),-2.3,-0.8,0,3,2,-0.6,/,/,/
Cc1cc(C)n(C(=O)CCN2C(=O)c3ccccc3C2=O)n1,-1.1,-0.9,2,1,3,0.7,0.8,3,0.7
CC1CCCCN1Cc1nc2c(c(=O)n(C)c(=O)n2C)n1CCCc1ccccc1 (stereo unspecified),-0.4,-0.6,-3,5,3,0.9,2.0,10,-1.0
Cc1ccc(S(=O)(=O)N(C)C)cc1NC(=O)Nc1ccccc1F,-2.9,-1.3,0,-1,13,-6.1,0.3,2,/
CCOC(=O)c1cc(-c2ccc(N)cc2)sc1N,-4.8,-0.2,-3,-3,2,10,-0.7,23,2.2
Cc1ccc(C)c(NC(=O)CN(C)C(=O)c2ccc(-c3cccc(C(F)(F)F)c3)o2)c1,-1.8,-1.0,-3,?,?,?,-1.2,-6,1.8
CC1(C)Cc2nc3n[nH]c(N)c3cc2CO1,-2.5,-0.9,-1,-2,-4,-3.4,-0.5,-2,-0.6
CC(=O)/C(=N\Nc1ccccc1)Oc1ccc(Br)cc1,0.3,-1.9,-5,-3,1,0.3,1.0,17,/
CCN(CC)C(=O)C(=O)N/N=C/c1ccc(F)cc1,-1.6,1.0,1,-1,1,1.1,-3.0,2,-0.4

# High-throughput results deposited in PubChem by several laboratories.
